EPAC1 ag = EPAC1 (human) agonism; hit rate 0.073% among 360,000; O95398; AID 720707; Potency, µM (doses to about 154 µM), without a hit: at the highest dose activation, actives largely listed as activators; EPAC1 agonist qHTS, biochemical assay; response scale: 100% = response to 6.5 mM cAMP; also: potency is read from the fitted curve at half-maximal effect; nearly all actives have a fitted effect of over 60% in size
Target sequence (O95398 whole entry, looked up): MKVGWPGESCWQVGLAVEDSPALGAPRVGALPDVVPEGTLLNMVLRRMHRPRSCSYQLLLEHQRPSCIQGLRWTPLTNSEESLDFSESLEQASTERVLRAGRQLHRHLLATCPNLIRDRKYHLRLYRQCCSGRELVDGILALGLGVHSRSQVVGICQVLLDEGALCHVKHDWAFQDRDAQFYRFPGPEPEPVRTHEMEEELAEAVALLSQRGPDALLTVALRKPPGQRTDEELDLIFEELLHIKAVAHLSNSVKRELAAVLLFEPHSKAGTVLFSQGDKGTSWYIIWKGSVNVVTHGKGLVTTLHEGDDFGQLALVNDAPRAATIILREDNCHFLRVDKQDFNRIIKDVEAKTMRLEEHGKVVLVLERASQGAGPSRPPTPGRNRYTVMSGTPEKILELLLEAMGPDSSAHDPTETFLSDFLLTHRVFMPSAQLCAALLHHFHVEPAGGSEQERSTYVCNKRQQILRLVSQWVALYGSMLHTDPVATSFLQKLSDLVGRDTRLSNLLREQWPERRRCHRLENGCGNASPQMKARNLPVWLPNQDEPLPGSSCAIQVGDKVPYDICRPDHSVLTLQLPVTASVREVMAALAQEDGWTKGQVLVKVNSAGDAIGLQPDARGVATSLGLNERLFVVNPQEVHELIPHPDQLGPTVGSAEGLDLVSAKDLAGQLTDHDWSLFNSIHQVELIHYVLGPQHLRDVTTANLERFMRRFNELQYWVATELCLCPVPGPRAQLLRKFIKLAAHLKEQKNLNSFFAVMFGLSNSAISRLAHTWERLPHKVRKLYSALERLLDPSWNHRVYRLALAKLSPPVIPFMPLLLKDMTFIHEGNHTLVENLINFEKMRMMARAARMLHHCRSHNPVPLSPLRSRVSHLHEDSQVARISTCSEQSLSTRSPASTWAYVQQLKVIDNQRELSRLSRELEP
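Read-out is the fluorescence drop as BODIPY-GDP leaves Rap1B (480 nm excitation, 540 nm emission), recorded every 5 minutes over 30 minutes. Reactions held 100 nM EPAC1, 250 nM Rap1B–BODIPY-GDP and 50 uM GDP, with 6.5 mM cAMP setting full activation.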
EPAC1 antagonist = antagonists of human EPAC1; O95398; EPAC1 GEF assay, Rap1b-BODIPY-GDP exchange fluorescence; Potency, µM (titrated, usually from 115 µM), for the others: at the highest dose activity change, negative = inhibition, hits mostly inhibitors; hit rate 0.14% among 360,000;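 also: potency is read from the fitted curve at half-maximal effect; plate controls were vehicle for no effect and positive control for full effect; nearly all actives have a fitted effect of over 50% in size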
IL-2 act = activates IL-2 in a cell-based reporter assay. IL-2 activation reporter assay, cell-based qHTS; stimulated with anti-CD3/CD4/CD28 beads; in transgenic mouse T cells. activation, % (series mostly up to about 46 µM). hit rate 0.065% among 360,000. AID 652025; in the data active = activation above about 50%; inconclusive = mostly about 30% to 49%; also: 0% is about no effect
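Unstimulated transgenic mouse T cells, 750 per well, received compound and, after 60 minutes, anti-CD3/anti-CD4 bead plus anti-CD28 stimulation. EGFP and DsRed were quantified after 18 hours.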
PLK1 PBD block = inhibitors of human PLK1 polo-box domain binding | P53350 | Plk1 PBD binding of FITC phosphopeptide, fluorescence polarization | Potency, µM, inactives show max response, negative = inhibition, hits mostly inhibitors | hit rate 2.8% among 360,000 | AID 720504; also: potency is read from the fitted curve at half-maximal effect; series mostly up to about 57 µM; % is scaled to controls: 0 for no effect and ±100 for the full control effect; nearly all actives have a fitted effect of over 65% in size
WRN helicase inh = WRN helicase (human) inhibition; Q14191; WRN helicase unwinding, fluorescent forked duplex, kinetic; Potency, µM (highest dose often 114 µM), for inactives: at the top dose activity change, negative = inhibition, actives largely listed as inhibitors; hit rate 0.46% among 360,000; also: potency is read from the fitted curve at half-maximal effect; % is scaled to controls: 0 for no effect and ±100 for the full control effect; nearly all actives have a fitted effect of over 55% in size
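Enzyme (20 nM final) and test compound sit together 15 min at room temperature before substrate addition. Substrate is a single-forked duplex oligonucleotide (100 nM) labelled with fluorophore and quencher, with 2 mM ATP; helicase unwinding raises red fluorescence, read kinetically.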
PI5P4K alpha inh = PI5P4K alpha (human) kinase inhibition | max response, % | hit rate 1.2% among 330,000 | AID 652105 | P48426 | PI5P4Kalpha enzyme, ADP-Glo luminescence, 60 min; stronger effect = lower value; active = max response of -50% or lower; inconclusive = between -30% and -50%; inactive = -30% or higher; also: value at the top dose of about 77 µM; % is scaled to controls: 0 for no effect and ±100 for the full control effect
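Luminescence from ADP-Glo served as readout of PI5P4Kalpha activity in a qHTS format. Reaction: enzyme, substrate, compound, ATP at 5 microM final, 60 min at RT.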
Abeta rescue = restores growth of yeast expressing A-beta42 peptide; Potency, µM (titrated, usually from 46.1 µM), inactives show at the top dose growth rescue, most hits filed as activators; AID 1347071; hit rate 0.063% among 410,000; yeast expressing A-beta42, growth rescue, OD600, 48 h; response scale: 0% DMSO, 100% iron-clioquinol control; also: potency is read from the fitted curve at half-maximal effect; nearly all actives have a fitted effect of over 55% in size
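Yeast growth medium received pinned compounds, then yeast cells expressing toxic A-beta were added; plates incubated at 30 C for 48 hr. Growth read as absorbance at 600 nm, normalized to DMSO and equimolar FeCl3 plus clioquinol controls.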
FUS suppressor = suppressors of FUS proteinopathy in yeast; S. cerevisiae FUS-expressing, growth rescue, OD600, 24 h; Potency, µM (doses to about 76.6 µM), for the others: at the highest dose growth rescue (activation), usual class: activators; hit rate 0.24% among 390,000;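 also: potency is read from the fitted curve at half-maximal effect; plate controls were DMSO vehicle for no effect and reference control for full effect; nearly all actives have a fitted effect of over 55% in size; some results filed as inactive show a strong effect at the top dose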
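Yeast expressing FUS under galactose induction, OD 0.005 in 2% galactose medium; compounds in a dilution series, 24 h at 30C. Growth rescue by absorbance at 600 nm; CP55940 positive control, DMSO negative.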
Numbers without * were called inactive; u = inconclusive; x = no result given; [ ] = another dose, or the depositor's remark. Unless noted, calls follow the shape of the dose curve; as a rule, active = well fitted curve in the direction sought with a large enough effect; inconclusive = small, poorly fitted or top-dose-only effect, or another doubt; inactive = no such curve, though single readings can be large; an effect the other way counts as inactive or inconclusive.

Below each SMILES – EPAC1 ag	EPAC1 antagonist	IL-2 act	PLK1 PBD block	WRN helicase inh	PI5P4K alpha inh	Abeta rescue	FUS suppressor
> Clc1ccc(CSc2nnc(Cn3cnc4ccccc43)o2)cc1
  10.7%	4.7%	-4.7	u	-12.9%	0.9	8.4%	36.4%
> Cc1cccc(OCC(=O)NCC(=O)N/N=C/c2ccc(O)cc2O)c1
  -5.8%	u	0.3	1.3%	10.9%	-4.7	-9.1%	-23.6%
> O=C(O)COc1ccc(S(=O)(=O)N2CCCC2)cc1
  1.3%	23.6%	0.0	1.2%	2.6%	-5.2	14.3%	2.1%
> COC(=O)c1ccccc1-c1ccc(/C=N/Nc2nc(N3CCCC3)nc(N3CCCC3)n2)o1
  9.0%	-0.2%	-0.3	2.5%	-35.4%	-4.2	-1.5%	u
> COc1cc(C2NC(=O)NC(c3ccccc3)=C2C(C)=O)ccc1OCC(=O)O (stereo unspecified)
  4.5%	9.5%	-0.3	-2.1%	-9.8%	x	-1.7%	-3.5%
> CC1CCN(C(=O)CNC(=O)c2cccc(OC(F)F)c2)CC1
  -6.5%	-14.2%	-0.4	-10.4%	0.9%	-3.1	-16.8%	-1.4%
> O=C(Nc1ccc(N2CCOCC2)c(Cl)c1)c1ccc(F)cc1
  7.0%	-17.8%	0.4	-6.0%	3.4%	0.2	0.1%	x
> Cc1c(N)cccc1-n1cccc1
  -1.0%	-5.6%	0.8	-11.7%	5.5%	-4.6	-5.3%	3.8%
> COc1cccc(-n2c(C)nn(C)c2=O)c1
  -1.0%	20.7%	1.0	-1.2%	0.2%	x	1.1%	10.7%
> O=C(C[C@H]1C[C@@H]2c3cc(NC(=O)C4CCC4)ccc3O[C@@H]2[C@H](CO)O1)NC1CCCCC1
  9.2%	-23.2%	-4.3	-5.1%	-8.5%	-3.6	-0.9%	-7.1%
> O=S(=O)(c1ccccc1)N1CCN(C(=S)NCCc2ccccc2)CC1
  2.9%	-27.2%	-3.1	0.9%	-3.5%	0.8	8.4%	3.3%
> CS(=O)(=O)c1ccc(NC(=O)CCN2C(=O)C3CCCCC3C2=O)cc1 (stereo unspecified)
  3.3%	-14.4%	-1.3	-8.1%	0.4%	-0.4	8.5%	16.3%
> COc1ccc(C(c2nnnn2Cc2ccccc2)N2CCN(c3nc4ccccc4s3)CC2)cc1 (stereo unspecified)
  20.8%	1.0%	-0.1	-3.1%	-4.2%	23.9	13.4%	37.5%
> Cc1c(Cl)cccc1NC(=S)NCCc1ccc(S(N)(=O)=O)cc1
  -8.2%	-3.3%	-1.4	-14.4%	-9.1%	-0.6	-1.4%	20.9%
> CSc1nc2ccc(NC(=O)c3ccc(=O)[nH]c3)cc2s1
  -0.3%	-22.8%	0.8	-12.4%	-20.1%	7.5	-0.3%	16.7%
> Cc1cccc(-n2c(C)cc(/C=N\NC(=O)c3cccs3)c2C)c1
  9.2%	-17.2%	-1.4	-10.9%	-2.0%	-0.1	-1.2%	x
> COc1ccc(-n2nc(C(=O)NCCCN3CCOCC3)c3ccccc3c2=O)c(OC)c1
  3.9%	7.3%	0.5	21.2µM*	-4.3%[11.6 µM]	-14.5	3.6%	-29.1%
> CCCCCCc1c(O)c2ccccc2[nH]c1=O
  12.2%	-7.4%	-1.0	-14.2%	0.3%	x	-3.8%	17.3%
> O=S(=O)(c1ccc2ccccc2c1)N1CCN(C2CCN(Cc3ccccc3)CC2)CC1
  11.3%	2.6%	-2.7	-5.4%	-0.7%	x	-14.2%	26.5%
> COc1ccc(OC)c(C2=Nn3c(nnc3C3CCCCC3)SC2)c1
  6.3%	4.6%	-5.8	-25.0%	-11.8%	1.5	9.0%	27.5%
> Cc1nn(-c2ccccc2)c(C)c1C(=O)OCC(=O)Nc1ccc2c(c1)OCO2
  7.8%	-8.9%	-2.3	-11.6%	-6.2%	0.3	-8.0%	24.4%
> NNC(=O)C1CC(O)CN1S(=O)(=O)c1ccc2ccccc2c1 (stereo unspecified)
  9.8%	-18.0%	0.6	1.2%	-1.8%	2.2	-2.7%	7.4%
> CC(C)(C)OC(=O)C(C)(C)O/N=C(\C(=O)O)c1csc(N)n1
  10.6%	-0.7%	1.6	2.4%	3.5%	5.9	15.1%	-24.5%
> CCC(=O)C1CCCN(C(=O)c2cccc(OC3CCN(S(C)(=O)=O)CC3)c2)C1 (stereo unspecified)
  -7.0%	-12.8%	0.4	-12.3%	1.3%	-0.2	1.2%	0.3%
> O=C(CCC1COc2ccccc2O1)NCc1ccco1 (stereo unspecified)
  -0.3%	-18.8%	0.0	-13.7%	-23.4%	-22.6	-10.8%	3.0%
> Cc1cc2nc(C)c3c(n2n1)CCC3
  2.9%	-13.2%	-2.1	-4.8%	-19.3%	3.0	-2.0%	-13.0%
> CCn1c(-c2cccnc2Cl)nc2ccccc21
  5.3%	-1.8%	-1.3	-13.7%	3.1%	-2.7	-13.5%	4.5%
> CCOc1ccc(NC(=O)CCN2CCN(c3ccccc3OC)CC2)cc1
  -0.2%	-8.5%	1.6	-9.8%	-0.6%	-1.7	1.4%	14.0%
> O=C(Nc1c(Cl)cc2c(c1Cl)Cc1cc([N+](=O)[O-])ccc1-2)C(Cl)Cl
  -8.9%	3.3%	-7.0	5.2%	-4.5%	-4.5	0.0%	x
> CCc1cc(C(=O)N(CC)CC(=O)Nc2c(F)cccc2F)sc1C
  -8.8%	6.2%	-0.8	-2.8%	2.2%	2.4	-0.3%	14.6%
> COC(=O)c1ccc2c(c1C(=O)OC)CN(S(=O)(=O)C(C)(C)C)[C@@H]2CCO
  -5.1%	-24.6%	1.0	9.4%	-5.6%	3.2	1.4%	-5.5%
> CCN(CCCNC(=O)CCCN1C(=O)COc2ccc(C)cc21)c1cccc(C)c1
  4.8%	-2.5%	-2.8	-2.0%	-2.2%	x	4.9%	4.6%
> Cc1cc(C)n(C(=O)c2ccc([N+](=O)[O-])cc2Cl)n1
  2.5%	u	-3.3	-4.0%	-1.2%	-2.1	0.7%	-9.0%
> O=C1CC(=O)N(Cc2ccco2)C(=S)N1
  4.4%	44.7µM*	-1.2	21.2µM*	10µM*	u	8.5%	u
> CC1CN(C(=S)Nc2cccc(Cl)c2)CC(C)O1 (stereo unspecified)
  11.9%	0.1%	0.7	-5.9%	-0.8%	3.2	8.3%	2.6%
> COc1ccc(Cl)cc1NS(=O)(=O)c1cc(Cl)ccc1OC
  7.6%	-15.1%	-1.8	-1.3%	0.5%	x	-7.0%	-0.8%
> CN(C)c1nc(SCc2ccccc2)nc(N2CCOCC2)n1
  10.1%	-24.6%	-1.4	-6.7%	2.1%	x	21.5%	27.8%
> Cc1cccc(C(=O)NC(=S)N2CCc3ccccc3C2)c1
  16.8%	-15.2%	2.9	-19.1%	-28.9%[57.1 µM]	-19.6	u	16.6%
> NNC(=O)C(Cc1ccccc1)NC(=O)OCc1ccccc1 (stereo unspecified)
  -7.0%	9.2%	0.3	u	12.6%	1.0	0.6%	-10.1%
> CCc1ccc(OCCOCC(O)CN(CCO)CCO)cc1 (stereo unspecified)
  -2.0%	5.2%	0.4	-0.7%	-2.4%	16.3	0.0%	x
> COCCNC(=O)C1(C)CCCN(CCSc2ccccc2)C1 (stereo unspecified)
  -17.5%	0.3%	1.9	-9.1%	11.6%[57.1 µM]	-1.1	-3.2%	-12.2%
> CCC(C(=O)NCc1ccc(F)cc1)N(Cc1ccco1)C(=O)c1snc(C(N)=O)c1N (stereo unspecified)
  -6.2%	-3.4%	-1.6	-0.8%	-0.2%	x	18.3%	16.9%
> Cc1noc(NS(=O)(=O)c2ccc(NC(=O)c3ccc(N(C)C)cc3)cc2)c1C
  6.0%	-10.7%	1.5	-9.4%	-4.8%	-0.2	-17.0%	4.6%
> O=C(COc1ccccc1[N+](=O)[O-])OCCCOC(=O)COc1ccccc1[N+](=O)[O-]
  9.3%	-23.0%	-2.1	-8.8%	-31.4%	2.2	2.9%	20.7%
> COc1ccc(CNC(=O)C(c2ccco2)N(C(=O)c2snc(C(N)=O)c2N)c2ccccc2OC)cc1 (stereo unspecified)
  -11.9%	1.0%	0.1	-8.5%	2.9%	0.2	-11.2%	18.7%
> Cc1ccc(S(=O)(=O)NC(C(=O)N2CCOCCOCCOCCOCC2)C(C)C)cc1 (stereo unspecified)
  -1.3%	14.1%	0.0	0.2%	0.0%	-4.1	-4.3%	9.7%
> CC1CCN(c2ccc3c(c2)S(=O)(=O)c2cccc(C(=O)NC4CC4)c2C3=O)CC1
  -8.5%	-1.8%	0.4	11.0%	-1.5%	8.6	-6.0%	-10.6%
> Fc1ccc(Cn2c(SCc3ccc(F)c(F)c3)nnc2C(F)(F)F)cc1
  4.2%	-16.9%	-0.3	2.8%	-7.3%	x	-20.0%	26.1%
